MIN6 prolif: induces beta-cell replication in MIN6 cells; 0.29% of 330,000 active; MIN6 cells proliferation, ATPlite luminescence, 48 h; cells starved in 0.2% serum; 100% = growth in 10% serum; proliferation, % at 10 µM;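 active means compounds whose signal lies at least 3.5 SD above the mean of all wells on their plate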;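 further: 0% = DMSO-treated cells in low-serum medium and 100% = 10% serum control; some compounds called inactive have numbers as strong as hits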
tim23-1 inh: inhibits growth of tim23-1 mutant yeast | AID 463212 | 1.3% of 330,000 active | inhibition, % at 20 µM | S. cerevisiae tim23-1 growth, BacTiter-Glo luminescence, 24 h;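 active means growth inhibition of the mutant yeast at or above 50%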;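 further: temperature-sensitive mutant grown at 25 °C; plate controls were DMSO-treated mutant yeast for no effect and medium wells lacking yeast for full effect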
MPTP block: permeability transition pore inhibition; inhibition, % at 10 µM; 1.4% of 360,000 active; isolated mouse mitochondria, Ca2+ swelling absorbance, 30 min;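 active means inhibition of 50% or more, scaled per plate between neutral and stimulator controls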;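 further: 0% = DMSO wells given calcium and 100% = 1 mM EGTA wells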
APJ ag: activates the human apelin receptor APJ. P35414. CHO-K1 APJ PathHunter beta-arrestin, luminescence; 0% DMSO wells, 100% apelin. activation, % at 20 µM. 0.11% of 330,000 active. AID 2520;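 active means activation more than six SD over the plate average, tested at 20 µM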;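 further: 0% = DMSO alone and 100% = apelin-13 at 10 nM; some results filed as inactive read as strong as hits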
Target sequence (P35414 whole entry, looked up): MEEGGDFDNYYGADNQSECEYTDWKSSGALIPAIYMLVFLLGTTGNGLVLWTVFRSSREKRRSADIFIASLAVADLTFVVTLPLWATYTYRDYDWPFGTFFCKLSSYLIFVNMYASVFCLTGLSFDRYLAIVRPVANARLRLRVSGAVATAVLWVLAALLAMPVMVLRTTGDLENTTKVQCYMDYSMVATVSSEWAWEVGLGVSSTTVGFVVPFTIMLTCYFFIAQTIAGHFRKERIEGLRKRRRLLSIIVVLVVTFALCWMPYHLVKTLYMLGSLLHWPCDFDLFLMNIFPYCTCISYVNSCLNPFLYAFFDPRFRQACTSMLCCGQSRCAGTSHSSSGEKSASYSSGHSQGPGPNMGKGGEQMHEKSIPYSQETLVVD
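Material: CHO-K1 APJ beta-arrestin complementation cell line; Input: cell density 1000 per well; Incubation: compound stimulation 90 min at 25 °C, detection 60 min; Signal: luminescence from split beta-galactosidase complementation, Galacton Star/Emerald II substrate; Controls: DMSO-only wells as negative, 10 nM Apelin-13 as positive control.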
APJ antag: APJ receptor antagonism | CHO-K1 APJ beta-arrestin complementation, luminescence | P35414 | inhibition, % at 20 µM | AID 2521 | 0.32% of 330,000 active;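 active means inhibition above about 40% at 20 µM, limit read from the data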;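 further: cells challenged with 10 nM apelin-13 agonist together with compound; plate controls were apelin-13 plus DMSO wells for no effect and DMSO wells lacking apelin-13 for full effect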
tim10-1 inh: tim10-1 yeast growth inhibition | S. cerevisiae tim10-1 ts strain growth, BacTiter-Glo, 24 h | AID 463190 | 2.2% of 330,000 active | inhibition, % at 20 µM;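 active means inhibition of at least 40%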;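 further: mutant grown at 25 °C; 0% = DMSO wells with yeast and 100% = wells holding no yeast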
NLRP3 yeast inh: inhibitors of NALP3 inflammasome in yeast. Yeast reconstituted NLRP3/ASC/caspase-1, beta-gal luminescence, 24 h. inhibition, % at 10 µM. 0.39% of 330,000 active. AID 2825;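 active means inhibition of 50% or more; inactive means inhibition below 50%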;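 further: plate controls were induced DMSO wells for no effect and uninduced yeast grown without galactose for full effect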
NR3A LBD binder: NR3A (human) ligand-binding domain modulation. NR3A LBD differential scanning fluorimetry, Tm shift; 0% = protein alone, 100% = glycine-bound protein. Tm shift relative to glycine control, % at 25 µM. 2.5% of 340,000 active;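 active means melting temperature shift of at least 10% of the positive control shift, at one fixed dose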
TIM10 inh: TIM10 yeast growth inhibition; S. cerevisiae TIM10 strain growth, BacTiter-Glo luminescence, 24 h; inhibition, % at 10 µM; 1.4% of 330,000 active;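 active means inhibition of 40% or more at the single tested concentration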;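 further: wild-type TIM10 isogenic control strain grown at permissive 25 °C; 0% = DMSO yeast wells and 100% = minimal medium wells without yeast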
The depositor's hits bear a star. Rows are unselected. Share with any hit: about 7.2%.

SMILES	MIN6 prolif	tim23-1 inh	MPTP block	APJ ag	APJ antag	tim10-1 inh	NLRP3 yeast inh	NR3A LBD binder	TIM10 inh
Cc1ccc(S(=O)(=O)N2CCCCC2)cc1NC(=O)Cn1ccc(C(F)(F)F)n1	-3	10	-0.6	-1	-1	14	15	-3	11
CC(=O)c1ccc(OCC(O)CNCc2ccc3c(c2)OCO3)cc1 (centres undefined)	-1	-16	3.0	-1	-12	0	-6	-2	-4
Cc1cc(C)nc(SCc2nc3ccccc3n2C)n1	-1	3	-0.4	-2	-11	11	19	-3	3
COc1ccc(Cc2noc(CN3CCN(C4CCc5ccccc5C4)CC3)n2)cc1OC (centres undefined)	-2	20	7.8	-1	6	9	7	-2	-6
CC(=O)c1c(OC(=O)c2ccc(C)cc2)c2ccccc2n1C	-2	23	-1.1	-3	4	14	8	2	18
CCC1CCc2sc(C(=O)N3CCCN(C)CC3)cc2C1 (centres undefined)	-4	-7	-0.2	-6	-22	26	15	0	9
CC(=O)Nc1ccc(NC(=O)C(C)OC(=O)c2ccc(-n3cnnn3)cc2)cc1 (centres undefined)	3	10	0.5	4	-12	4	-2	-3	4
Cc1ccc(CN2CCN(CCCc3ccccc3)CC2CCO)cc1 (centres undefined)	-3	3	2.4	-3	-9	-4	27	1	6
CCN1CCN(CCNC(=O)c2cc(Cl)c(NC(=O)C3=C(C)OCCS3)cc2OC)CC1	-2	8	-0.1	24*	-13	4	28	0	-10
C/C(=N\NS(C)(=O)=O)c1ccc(C)cc1	-3	23	0.9	2	2	12	16	1	2
CC(NC(=O)CCC(=O)c1ccccc1)c1ccc(F)cc1 (centres undefined)	-1	-1	0.2	-7	7	7	28	0	8
COc1ccc(N=C2NC(=O)/C(=C\c3ccco3)S2)cc1	-1	9	0.0	-2	15	2	24	-2	25
NS(=O)(=O)c1ccc(O)c(NC(=O)c2ccc([N+](=O)[O-])cc2)c1	-3	16	-0.1	4	19	13	9	1	-6
Cc1ccc(SCc2c(C(=O)N/N=C/c3ccccc3)nnn2-c2nonc2N)cc1	-4	18	5.0	4	4	6	17	33*	12
Cc1ccc[n+](CC(=O)Nc2cc(C(F)(F)F)ccc2Cl)c1	-2	-16	0.3	-1	20	1	3	4	-10
COc1ccc(S(=O)(=O)N(C)c2ccc(C(=O)N3CCN(c4ccccc4)CC3)cc2)cc1OC	3	16	0.7	1	-6	1	1	-4	6
Cn1nccc1C(=O)Nc1nnc(C2CC2)s1	-1	2	0.5	-1	4	8	22	0	-2
COc1ccc(NC(=O)CSc2nnnn2C)cc1S(=O)(=O)N1CCCCC1	0	8	-0.8	3	-9	2	17	-1	19
CSC1=C(C#N)C(c2ccc(Cl)cc2)C2=C(CC(C)(C)CC2=O)N1 (centres undefined)	-2	8	25	-1	1	1	-6	-4	-1
CCOC(=O)C1=C(N)Oc2cc(C)n(C)c(=O)c2C1c1ccncc1 (centres undefined)	0	3	-1.2	5	15	3	-13	-2	2
CN(CC(=O)NC1CC(C)(C)NC(C)(C)C1)S(=O)(=O)c1ccc(Br)cc1	-1	5	-1.3	-6	13	3	14	13*	9
Cc1cc(C)c(C)c(OCC(=O)N2CCCCCC2)c1	-3	13	1.3	-3	10	12	11	-1	18
C=CCNC(=S)NNc1ncnc2sc3c(c12)CC(C)(C)OC3	0	-15	-3.4	1	-5	0	18	2	0
Cc1c(C(=O)N2CCN(C3CCS(=O)(=O)C3)CC2)oc2ccc(Cl)cc12 (centres undefined)	-2	7	-2.0	7	16	-10	23	2	5
O=C(/C=C/c1c(F)cccc1Cl)Nc1nc2ccccc2[nH]1	-2	2	0.6	-3	-6	13	13	-2	-4
CCCCNC(=O)COC(=O)c1ccc(NS(=O)(=O)c2ccc3c(c2)OCCO3)cc1	-1	4	3.9	-5	12	8	-8	0	-3
C=CCn1c(=NC(=O)c2cc(-c3cccs3)nc3ccccc23)sc2cc(S(N)(=O)=O)ccc21	-1	22	-1.2	-3	22	25	8	28*	21
COc1ccc(F)cc1-c1nc(N)nc(N)n1	4	18	-0.8	0	15	11	18	1	1
Cn1c(=O)cc(-c2ccccc2)c2ccccc21	2	2	-2.2	0	6	6	-37	-1	0
CCOC(=O)C(C)(C)Oc1ccc(Cl)cc1	-2	11	1.5	-2	3	4	11	0	11
Cn1c(=O)oc2cc(S(=O)(=O)CCC(=O)N3CCN(c4ccccc4)CC3)ccc21	-2	11	-0.6	-4	1	23	9	-1	2
CSc1ccccc1C(=O)Nc1cc([N+](=O)[O-])ccc1C	-2	10	-2.2	-2	20	21	7	1	14
COc1ccc(O)c(/C=N/N2CCOCC2)c1	-4	12	0.2	-3	-3	4	17	-1	-16
Cc1cc(=O)[nH]c2c1c(C)nn2-c1ccccc1	-3	-8	-0.1	3	3	-9	3	0	4
COc1cc(/C=C(\C#N)c2nc3ccc(C)cc3[nH]2)c([N+](=O)[O-])cc1OC	-1	3	0.0	9	-4	16	6	-6	22
CC(=O)CCS(=O)(=O)c1ccc(C)c(C)c1	0	12	-0.1	3	10	15	10	-1	2
CC(C)N1C(=O)CCN(C=O)c2ccccc21	0	15	-0.7	1	8	16	24	-2	6
CCOc1ccccc1/C=C/c1onc(C)c1S(=O)(=O)N1CCC(C(=O)NC(C)C)CC1	0	15	-2.2	-6	-27	27	16	0	-11
COc1ccc(OC)c(N(C(=O)c2snc(C(N)=O)c2N)C(C(=O)NCC2CCCO2)c2ccc3ncccc3c2)c1 (centres undefined)	-1	14	0.0	-5	1	3	5	-4	-7
COCCNc1nc2nonc2nc1N(C)Cc1cccc2cnccc12	-2	6	-1.1	-1	-2	10	13	-1	5
CCC(C(=O)Oc1c(C(C)C)cccc1C(C)C)c1ccccc1 (centres undefined)	-7	-1	-3.0	-5	15	8	17	2	-4
CC(=O)Nc1ccc(N/C=C/C(=O)c2ccco2)cc1	-2	8	-0.8	-1	-24	5	10	-10	4
COc1ccc(C2=NOC(C(=O)Nc3c(C)n(C)n(-c4ccccc4)c3=O)C2)cc1OC (centres undefined)	2	-4	-2.2	0	8	-3	2	-1	4
Cc1ccc(C(=O)NCc2ccncc2)cc1S(=O)(=O)N1CCCCC1	-1	-12	0.7	-1	20	-23	10	4	-14
NC(=O)CNC(=O)[C@@H]1CC2(CC(c3ccc(Cl)cc3)=NO2)CN1C(=O)c1ccccc1 (some centres undefined)	1	-6	0.7	-2	4	-1	7	3	10
COC(=O)C1CCN(C(=O)COC(=O)c2cc(-c3cccs3)nn2-c2ccccc2)CC1	1	19	-2.4	6	8	6	22	0	9
CC(C)(C)NC(=O)NC(=O)CSc1ncc(C(F)(F)F)cc1Cl	-1	26	-1.6	-4	-3	33	11	3	-7
Cn1c(=O)c2c(nc(CN3CCN(C(=O)c4ccco4)CC3)n2CCCc2ccccc2)n(C)c1=O	1	8	-0.7	-2	-8	-4	10	-1	8
CSc1nnnn1-c1ccc(Cl)cc1	0	3	6.5	1	-10	14	-17	1	14
CC1(CCc2ccccc2)NC(=O)N(Cc2nnc(-c3ccccc3Br)o2)C1=O (centres undefined)	0	-1	1.0	3	15	-2	7	-4	-13
COC(=O)c1ccc(C)c(NS(=O)(=O)c2ccc(OC)cc2)c1	-4	-8	-0.1	-5	10	29	-6	1	-17
COc1ccc(NC(C)=O)c(C)c1	0	-8	-0.3	-2	6	-14	17	-13	-15
COc1ccc(-c2cn3c(C)c(C(=O)Nc4cccc(C)n4)sc3n2)cc1	-1	1	1.1	-2	6	12	19	-13	13
CCOC(=O)C1=CN2CCC[C@H]2CC1=O	-2	6	-0.9	-3	-23	7	-5	-3	-3
COc1cc(CNCCc2ccccc2)ccc1OCC(=O)NC(C)(C)C	-4	21	0.1	-6	19	21	3	3	4
Cc1ccc(CC(=O)NC2CCSC2=O)cc1 (centres undefined)	4	3	-1.5	-2	-16	5	-11	1	-13
O=C(O)CCCCCn1c(SCC(=O)N2CCCC2)nc2ccsc2c1=O	1	8	-1.7	-4	-4	-3	2	1	-9
CCN(CC(=O)Nc1c(F)cccc1F)C(=O)c1ccc2c(c1)NC(=O)C(C)S2 (centres undefined)	0	-11	0.9	-3	11	-13	23	0	-1
CCCn1c(=O)c(C(=O)Nc2ccccc2)c(O)c2ccccc21	-3	-1	2.5	-3	5	-16	2	-17	2
CCN(CC)S(=O)(=O)c1ccc(NC(=O)COC(=O)CNS(=O)(=O)/C=C/c2ccccc2)cc1	-4	15	6.8	-1	-1	10	-2	1	-5

Sorted by molecular weight (lowest first): some entries from above
SMILES	MIN6 prolif	tim23-1 inh	MPTP block	APJ ag	APJ antag	tim10-1 inh	NLRP3 yeast inh	NR3A LBD binder	TIM10 inh
Cc1ccc(CC(=O)NC2CCSC2=O)cc1 (centres undefined)	4	3	-1.5	-2	-16	5	-11	1	-13
CCCn1c(=O)c(C(=O)Nc2ccccc2)c(O)c2ccccc21	-3	-1	2.5	-3	5	-16	2	-17	2
CC(C)(C)NC(=O)NC(=O)CSc1ncc(C(F)(F)F)cc1Cl	-1	26	-1.6	-4	-3	33	11	3	-7
COC(=O)C1CCN(C(=O)COC(=O)c2cc(-c3cccs3)nn2-c2ccccc2)CC1	1	19	-2.4	6	8	6	22	0	9
Cn1c(=O)c2c(nc(CN3CCN(C(=O)c4ccco4)CC3)n2CCCc2ccccc2)n(C)c1=O	1	8	-0.7	-2	-8	-4	10	-1	8
CCN(CC)S(=O)(=O)c1ccc(NC(=O)COC(=O)CNS(=O)(=O)/C=C/c2ccccc2)cc1	-4	15	6.8	-1	-1	10	-2	1	-5

(next part)
SMILES	MIN6 prolif	tim23-1 inh	MPTP block	APJ ag	APJ antag	tim10-1 inh	NLRP3 yeast inh	NR3A LBD binder	TIM10 inh
COc1ccc(/C=C/C(=O)NCc2cccnc2)cc1	0	1	-1.7	0	-4	6	13	-1	3
COc1cc(C(=O)Nc2ccccc2C(=O)Nc2ccccn2)cc(OC)c1OC	-1	30	0.2	0	12	9	15	-3	16
COCc1ccc(C(=O)N2CCCC(N3CCN(c4ccc(F)cc4)CC3)C2)o1 (centres undefined)	3	10	0.7	-2	19	-11	17	-1	16
CCCc1c(C(=O)N/N=C/c2c(OC)ccc3ccccc23)nnn1-c1nonc1N	1	-25	1.9	-3	4	3	-1	31*	-4
Cc1[nH]c2ccccc2c1C(=O)C(=O)NCCc1ccc(S(N)(=O)=O)cc1	0	-1	-1.0	-1	-9	-4	15	0	1
COC(=O)c1nnc(-c2ccccc2)nc1OC	2	-3	-0.1	-2	5	20	25	0	9
C=CCNC(=O)c1c(Cl)nc(C)c([N+](=O)[O-])c1C	0	6	26	-3	-4	23	-12	0	-10
Cc1cccc(NCc2nc(SCC(N)=O)n[nH]2)c1	-3	-6	0.7	-1	-2	12	1	1	-7
Cc1[nH]c2ccccc2c1CCNC(=O)c1c(N)no[n+]1[O-]	2	-21	1.4	-5	0	-12	-8	-1	10
O=C(CCc1ccccc1)N/N=C/c1cccc(O)c1	0	12	-2.9	-1	-40	-11	16	-14	-8
Cc1cc(CN2CCN(CC(=O)Nc3cc(Cl)ccc3-n3cncn3)CC2)no1	-2	7	0.1	-3	-40	-12	18	2	5
Cc1ccc(NC(=O)CSCc2cc(=O)n3nc(C4CC4)sc3n2)cc1	-3	11	-1.0	-1	10	13	11	4	0
Cc1ccc(S(=O)(=O)c2c(N)n(CCN3CCOCC3)c3nc4ccccc4nc23)cc1C	0	6	0.6	1	-15	0	7	2	9
CCOC(=O)C1CCN(C(=O)c2cc3c(=O)n4cccc(C)c4nc3s2)CC1	0	28	2.4	3	4	38	25	1	6
CCOc1ccccc1N1C(=O)c2ccc(S(=O)(=O)c3ccc(C(=O)O)cc3)cc2C1=O	-2	1	-0.6	-1	12	-8	12	-3	5
